TGFb inhibitor – inhibitors of TGF-b signaling. Potency, µM (top dose mostly 46.1 µM), for inactives: at the top dose activity, negative = inhibition, usual class: inhibitors. AID 588855. hit rate 1.2% among 410,000. HepG2 CAGA-GFP TGF-b/SMAD3 reporter, GFP fluorescence, 18 h; TGF-beta stimulated, 500 pg/mL final; also: potency is read from the fitted curve at half-maximal effect; % is scaled to controls: 0 for no effect and ±100 for the full control effect; nearly all actives have a fitted effect of over 65% in size
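First, reporter cells (HEPG2 CAGA-GFP) rested 2 h at 37 degrees C. Next, compounds were pinned in and TGF-beta added to 500 pg/mL final. After 18 h, GFP was imaged per cell and summed per well.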
S2 tox – cell viability loss in ATXN counter-screen | S2 cells (HEK-293 line with an ATXN2-luciferase reporter) viability, CellTiter-Fluor protease fluorescence, 24 h | Potency, µM (series often up to 56.7 µM), hits mostly cytotoxic | hit rate 0.49% among 400,000; also: potency is read from the fitted curve at half-maximal effect; nearly all actives have a fitted effect of over 40% in size
A549 viability – A549 cytotoxicity, counter-screen for Nrf2 inhibitors; hit rate 0.16% among 390,000; AID 504648; Potency, µM (doses to about 46 µM), without a hit: at the top dose activity change, negative = cytotoxicity, most hits filed as inhibitors; A549 ARE-Fluc cells, CellTiter-Fluor viability, 18-24 h; also: potency is read from the fitted curve at half-maximal effect; % is scaled to controls: 0 for no effect and ±100 for the full control effect
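A549 ARE-Fluc cells in 5% FBS OPTI-MEM, 5000 cells/well, rested 2 h then exposed to compounds in concentration-response for 18-24 h at 37 °C. Viability by CellTiter-Fluor fluorescence (Ex 405/Em 525) after 30 min; luciferase luminescence (BugLite, 15 min, RT) read afterwards.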
Nrf2 block – Nrf2 pathway inhibition; A549 ARE-Fluc reporter, luciferase luminescence, 18-24 h; Potency, µM (titrated, usually from 46 µM), for inactives: at the highest dose activity change, negative = inhibition, hits mostly inhibitors; hit rate 2.1% among 360,000; also: potency is read from the fitted curve at half-maximal effect; % is scaled to controls: 0 for no effect and ±100 for the full control effect; nearly all actives have a fitted effect of over 60% in size
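Reporter: ARE-Fluc in A549. Exposure: 18-24 h, 37 °C, 5% CO2, 5% FBS OPTI-MEM. Readouts: fluorescent cytotoxicity (CellTiter-Fluor), then luminescent Nrf2 signal after BugLite.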
HepG2 viability – HepG2 cytotoxicity, counter-screen for TGF-b inhibitors; HepG2 CAGA-GFP viability, ATP luminescence, 18 h; Potency, µM (series often up to 46.1 µM), without a hit: at the top dose activity change, negative = cytotoxicity, hits mostly cytotoxic; hit rate 0.76% among 410,000; AID 588856; also: potency is read from the fitted curve at half-maximal effect; some results filed as inactive show a strong effect at the top dose
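CellTiter-Glo luminescence gave cytotoxicity after 18 hours at 37 degrees C. The cells were HepG2 CAGA-GFP in 1% FBS DMEM, stimulated with 500 pg/mL TGF-beta after compound addition. %Activity was normalised to no-cell wells (complete cell-killing) and DMSO (no toxicity), and curves were fitted and classified.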
EPAC2 ag – EPAC2 (human) agonism; Potency, µM (titrated, usually from 154 µM), for the others: at the top dose activation, usual class: activators; EPAC2 activation, biochemical qHTS; response scale: 100% = 6.5 mM cAMP response; AID 720711; Q8WZA2; hit rate 0.079% among 360,000; also: potency is read from the fitted curve at half-maximal effect; nearly all actives have a fitted effect of over 50% in size
Target sequence (Q8WZA2 whole entry, looked up): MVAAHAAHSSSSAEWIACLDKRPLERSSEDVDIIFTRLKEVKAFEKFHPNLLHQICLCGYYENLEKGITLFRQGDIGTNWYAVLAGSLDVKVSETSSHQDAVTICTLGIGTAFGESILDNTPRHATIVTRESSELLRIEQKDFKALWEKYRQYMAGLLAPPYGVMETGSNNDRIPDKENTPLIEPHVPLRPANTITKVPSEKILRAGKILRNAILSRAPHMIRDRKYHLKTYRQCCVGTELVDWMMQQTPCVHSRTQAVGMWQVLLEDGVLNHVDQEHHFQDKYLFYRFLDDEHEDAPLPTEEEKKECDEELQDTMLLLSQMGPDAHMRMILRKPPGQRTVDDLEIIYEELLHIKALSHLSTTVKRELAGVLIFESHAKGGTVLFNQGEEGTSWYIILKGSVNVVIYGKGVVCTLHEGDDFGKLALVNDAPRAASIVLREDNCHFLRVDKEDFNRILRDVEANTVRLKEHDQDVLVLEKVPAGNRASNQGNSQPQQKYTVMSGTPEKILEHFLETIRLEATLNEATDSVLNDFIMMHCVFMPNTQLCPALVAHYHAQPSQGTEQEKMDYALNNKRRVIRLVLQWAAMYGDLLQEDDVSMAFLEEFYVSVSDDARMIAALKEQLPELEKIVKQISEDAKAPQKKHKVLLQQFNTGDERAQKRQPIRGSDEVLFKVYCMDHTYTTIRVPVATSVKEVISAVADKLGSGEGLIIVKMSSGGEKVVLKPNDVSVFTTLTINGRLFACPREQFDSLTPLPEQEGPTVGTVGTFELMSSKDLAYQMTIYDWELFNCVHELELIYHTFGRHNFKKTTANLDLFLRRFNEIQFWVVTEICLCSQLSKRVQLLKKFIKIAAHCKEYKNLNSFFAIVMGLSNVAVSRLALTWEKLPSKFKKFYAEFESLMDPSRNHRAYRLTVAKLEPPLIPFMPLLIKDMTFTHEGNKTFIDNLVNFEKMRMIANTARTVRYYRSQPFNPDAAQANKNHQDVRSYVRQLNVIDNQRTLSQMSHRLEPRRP
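Guanine nucleotide exchange by EPAC2 is measured as reduced fluorescence of BODIPY-GDP once it is released from 250 nM Rap1B. Plates are read kinetically for 30 min at room temperature; results are scaled to 6.5 mM cAMP.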
Nrf2 activator – Nrf2 pathway activation | Potency, µM (doses to about 46.1 µM), for inactives: at the top dose activation, hits mostly activators | hit rate 0.31% among 410,000 | AREc32 ARE-luciferase reporter (MCF7-derived line), luminescence, 24 h | AID 624171; also: potency is read from the fitted curve at half-maximal effect; % of control where 0% means no effect; nearly all actives have a fitted effect of over 65% in size
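Nrf2 activation is followed as ARE-luciferase induction in the AREc32 line after one day of compound treatment; luminescence is read with Steady-Glo.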
IL-2 act – activators of IL-2 | activation, % (series mostly up to about 46 µM) | hit rate 0.065% among 360,000 | AID 652025 | IL-2 activation reporter assay, cell-based qHTS; stimulated with anti-CD3/CD4/CD28 beads; in transgenic mouse T cells; in the data active = activation above about 50%; inconclusive = mostly about 30% to 49%; also: 0% is about no effect
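EGFP and DsRed fluorescence is measured by plate cytometry in unstimulated transgenic mouse T cells exposed to compound for 60 minutes, then stimulated 18 hours at 37 degrees C with anti-CD3/anti-CD4 beads plus anti-CD28.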
ATXN2 expr inh – reduces ATXN2 reporter expression in HEK-293 cells. HEK-293 ATXN2-luciferase reporter, luminescence, 24 h. Potency, µM (highest dose often 57 µM), without a hit: top-dose activity change, negative = inhibition, usual class: inhibitors. hit rate 0.72% among 360,000. AID 1745845; also: potency is read from the fitted curve at half-maximal effect; % is scaled to controls: 0 for no effect and ±100 for the full control effect; nearly all actives have a fitted effect of over 55% in size
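qHTS (up to 57 uM final) was run with 24 h compound exposure of reporter cells at 37 °C. Each well was multiplexed: SteadyGlo luminescence measured ATXN2-luciferase expression after a fluorogenic Gly-Phe-AFC viability readout (25 uM final).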
An asterisk follows results filed as active; i = inactive; u = inconclusive; x = no result given; & = joins results of further samples; [ ] = remark or other dose. Unless noted, calls follow the shape of the dose curve; as a rule, active = well fitted curve in the direction sought with a large enough effect; inconclusive = small, poorly fitted or top-dose-only effect, or another doubt; inactive = no such curve, though single readings can be large; an effect the other way counts as inactive or inconclusive.

SMILES	TGFb inhibitor	S2 tox	A549 viability	Nrf2 block	HepG2 viability	EPAC2 ag	Nrf2 activator	IL-2 act	ATXN2 expr inh
CCCCN1CCC(=O)NC1=O	-5%	i	-2%	6%	-6%	3%	2.1%	1.1	-7%
O=C(O)c1cc(-c2cc3ccccc3o2)nn1-c1ccccc1	u	i	-5%	0%	16%	-2%	5.7%	-0.3	8%
CN1CCCN(C(=O)/C=C/c2ccc(Cl)cc2Cl)CC1	-1%	x	1%	u	-20%	-5%	6.4%	1.7	x
CCN(Cc1ccccc1)S(=O)(=O)c1csc(C(N)=O)c1	-2%	i	-1%	3%	-1%	5%	-0.3%	-1.1	1%
Cc1ccc(C(O)c2ncc(-c3ccccc3Cl)[nH]2)cc1 (configuration not stated)	-2%	i	x	x	-18%	-1%	3.8%	-0.3	29%
COc1ccccc1Nc1nc(N)nc(CSc2nnc(C)s2)n1	-4%	i	-1%	-14%	-27%	12%	2.7%	0.2	0%
CN(Cc1ccccc1)S(=O)(=O)c1ccc(Cl)c(C(=O)OCC(=O)NC2CCS(=O)(=O)C2)c1 (configuration not stated)	2%	i	4%	0%	1%	1%	-0.5%	0.5	3%
CCOC(=O)C1=CC[C@@H](c2ccco2)N(S(=O)(=O)c2ccc(C)cc2)[C@H]1C(=O)OCC	-28%	i	1%	u	-20%	10%	21%	0.0	3%
CC(C)(C)OC(=O)N1CCC(C(=O)Nc2cccc(C(=O)NCc3ccccc3)c2)CC1	1%	u	0%	u	1%	0%	0.1%	-0.8	0%
CCN(Cc1ccccc1)Cc1c(O)ccc2c(=O)c(-c3ccc(Cl)cc3)c(C(F)(F)F)oc12	-2%	i	-6%	8%	-8%	x	-0.8%	x	0%
Brc1cccc(-c2nc3c4ccccc4ccn3c2Cc2ccsc2)c1	-9%	i	x	x	-6%	11%	11µM*	-0.2	42%[activator]
O=C(CSc1nnnn1C1CCCCC1)NNC(=O)c1ccco1	-1%	i	0%	-27%	-8%	9%	-1.3%	0.4	-14%
O=C1c2ccccc2NC(c2ccc(-c3cccc(Cl)c3)o2)N1O (configuration not stated)	u	i	-4%	u	-35%	13%	0.3%	-0.7	0%
CC1Cc2cc(S(=O)(=O)NCc3ccccc3)ccc2N1C(=O)C1CCC1 (configuration not stated)	-17%&-11%	i	-3%&-1%	1.6µM*	-20%&3%	-11%	0.4%&0.9%	-2.1	-11%&-4%
CCn1nnc(-c2ccccc2NC(=O)C(F)(F)F)n1	-8%	i	-3%	9%	-6%	8%	-0.5%	-0.1	6%
COc1ccc(C(C)=O)cc1COC(=O)c1ccc(S(=O)(=O)N2CCOCC2)cc1	-6%	i	1%	14%	1%	-7%	-0.6%	-1.0	5%
O=Cc1c(Sc2ccccc2)nc2ccccn2c1=O	14%	i	3%	-21%	-4%	1%	u	-2.6	24%
COc1cccc(CNC(=O)[C@@H]2CCCN2C(=O)[C@@H]2CCCN2)c1	x	i	x	x	x	12%	-0.4%	0.6	5%
CCOC(=O)Nc1ccc([N+](=O)[O-])cc1C	-13%	i	-3%	-4%	2%	-2%	-0.4%	-5.2	1%
CCOC(=O)C[C@H]1c2cc(F)ccc2S(=O)(=O)N1C1CCCCC1	u	i	-5%	28%	-6%&39%	3%	-1.3%	5.1	2%
CC1=C(C)CC2C(C1)C(=O)c1ccc(Br)cc1S2(=O)=O (configuration not stated)	u	i	8%	2%	-6%	18%	-1.0%	-0.3	5%
c1cc2c(cn1)cnc1cscc12	-12%	i	-2%	u	2%	-2%	-0.1%	0.0	27%
Cc1ccc(OCC(=O)N2CCN(C(=O)c3ccncc3)CC2)cc1	-7%	u	1%	10%	-22%	-2%	-0.3%	-0.1	-20%
Cc1[nH]n(-c2ncc(-c3ccccc3)s2)c(=O)c1C(c1ccc(Br)cc1)C(C#N)C#N (configuration not stated)	u	i	2%	1%	11%	3%	11%	-0.9	-30%
CC(=O)N1c2ccccc2C(=O)C1N1CCN(c2cccc(C)c2C)CC1 (configuration not stated)	u	x	16%	u	-3%	x	3.1%	x	x
COc1ccc2[nH]c3nc(SCC(=O)NC4CC4)nnc3c2c1	-2%	i	2%	0%	-1%	5%	0.0%	-0.1	6%
CCn1cc(C(=O)NCCc2ccc(Cl)cc2)c(=O)c2cc(S(=O)(=O)N3CCOCC3)ccc21	-16%	i	11%	-3%	1%	x	-1.1%	x	11%
O=C(CCNS(=O)(=O)c1cccc2nsnc12)NC1CCN(Cc2ccccc2)CC1	11%	i	-1%	-6%	-16%	3%	0.0%	0.2	0%
Cc1cccc(NC(=O)CSCC(=O)Nc2cc(Cl)ccc2N2CCOCC2)c1	0%	u	-6%	2%	-7%	-1%	-0.5%	-4.9	-6%
Cc1ccccc1NC(=O)c1ccc2c(c1)c(C)c(C)n2Cc1ccccc1	u	x	-9%	u	-15%	x	-1.2%	x	x
CCOc1ccc(/C=C/C(=O)OCC(=O)NCCc2ccc(OCC)c(OCC)c2)cc1OC	-20%	i	2%	-9%	-22%	-4%	0.0%	-4.5	1%
CC1(C(=O)NS(=O)(=O)c2ccccc2)CCN1C(=O)c1ccccc1CCc1ccccc1 (configuration not stated)	-3%	i	x	x	0%	11%	0.1%	0.1	-8%
COc1ccc(CN2CCC2(C)C(=O)NCc2ccc3c(c2)OCO3)c2ccccc12 (configuration not stated)	u	i	x	x	-28%	11%	4.7%	-1.0	u
COCC(C)n1c(C)cc(C(=O)COC(=O)CCc2nc3ccccc3c(=O)[nH]2)c1C (configuration not stated)	1%	i	-3%	-26%	0%	-4%	0.2%	1.6	-13%[2.22 µM]
Cn1c(=O)c2cc(C(=O)NC3CCCCCC3)sc2c2ccccc21	-5%	i	u	18µM*	-33%	x	8.2%	x	6%
CC(=O)c1ccc(-n2nnnc2SCC(=O)NC2CCCCC2)cc1	-8%	i	0%	-14%	-6%	2%	3.9%	0.2	0%
c1ccc(NN(Cc2ccccn2)c2ccccc2)cc1	-7%	i	x	x	-4%	18%	3.6%	-0.6	x
O=C(NC1CCCCCC1)c1cc(S(=O)(=O)N2CCC3(CC2)OCCO3)ccc1F	17%	i	-5%	u	-23%	4%	-0.5%	0.2	-3%
O=C(CSc1ncc(-c2ccccc2)[nH]1)Nc1ccc(F)cc1F	0%	i	0%	10%	-35%	x	6.6%	x	5%
Cc1ccc(Cc2c(C)nc3nc(SCC(=O)NCCCN4CCCCCC4)nn3c2C)cc1	1%	i	-2%	1%	-17%	-11%	0.2%	-0.8	-26%
CCCc1cc(C(=O)Nc2ccc(C)cc2)no1	4%	i	-3%	u	-11%	0%	3.4%	-2.1	35%[activator]
Cc1cccc(NC(=O)CCNS(=O)(=O)c2ccc3[nH]c(=O)oc3c2)c1	-10%	i	3%	u	-11%	10%	-0.7%	-0.1	x
O=C(CCSCCC(=O)Nc1c(F)c(F)c(F)c(F)c1F)Nc1c(F)c(F)c(F)c(F)c1F	1%	i	0%	u	1%	-8%	0.3%	3.8	x
Cc1oc(-c2ccccc2Cl)nc1CS(=O)CC(=O)N1CCN(c2ccccc2)CC1 (configuration not stated)	-21%	u	-2%	-9%	2%	0%	-0.5%	-0.8	-29%
CCn1c(SCc2ccc(F)cc2)nc2c(c1=O)SCC2	-18%	x	1%	u	7%	13%	0.4%	-0.7	-12%
COc1ccc(N(C)C(=O)Nc2ccc3nsnc3c2)cc1	3%	i	0%	16%	0%	-2%	7.1%	-1.8	2%
Cc1ccc(CNC(=O)c2cccc(Nc3nc4ccccc4n4nnnc34)c2)cc1	28%	i	1%	2%	-48%	x	7.5%	x	29%
O=C(NCCCCCCCCCNC(=O)C(F)(F)F)C(F)(F)F	-16%	i	20%[1.84 µM]	-1%	-2%	-4%	-0.6%	1.7	-4%
O=C(Nc1ccc(OC(=O)c2cccnc2)cc1)c1cccnc1	0%	i	0%	1%	2%	2%	0.0%	-1.5	-14%
COc1ccc(C(=O)OCC(=O)N2CCC(C)CC2)cc1S(=O)(=O)N1CCOCC1	-3%	i	-7%	3%	-3%	-4%	0.1%	-4.7	-3%
Cc1ccc(Cl)cc1-n1c(=O)cc(N2CCN(c3ccccc3)CC2)[nH]c1=O	-20%	x	6%	x	0%	x	-1.0%	x	x
O=C(Nc1ccc(C(=O)Oc2ccccc2)c(O)c1)c1ccccc1	0%	i	1%	11%	-13%	14%	3.2%	-1.9	11%
CC(C)S(=O)(=O)C1=NSC2=NC(=O)/C(=C\c3ccc(-c4ccccc4)o3)C(=N)N21	1%	i	-19%	14%	-12%	-6%	-0.2%	-0.3	2%
COc1ccccc1/C=C1/C(=O)N(c2cc(C)cc(C)c2)C(c2cccc([N+](=O)[O-])c2)S1(=O)=O (configuration not stated)	16%	i	-1%	4%	9%	-18%	0.1%	1.3	2%
O=C(CCNC(=O)C1CCN(S(=O)(=O)c2ccccc2)CC1)NCCc1cccc(F)c1	26%	i	5%	1%	-4%	7%	-0.4%	1.0	x

An excerpt of these results, bar-delimited:
SMILES | TGFb inhibitor | S2 tox | A549 viability | Nrf2 block | HepG2 viability | EPAC2 ag | Nrf2 activator | IL-2 act | ATXN2 expr inh
O=C(NCCCCCCCCCNC(=O)C(F)(F)F)C(F)(F)F | -16% | i | 20%[1.84 µM] | -1% | -2% | -4% | -0.6% | 1.7 | -4%
O=C(Nc1ccc(OC(=O)c2cccnc2)cc1)c1cccnc1 | 0% | i | 0% | 1% | 2% | 2% | 0.0% | -1.5 | -14%
COc1ccc(C(=O)OCC(=O)N2CCC(C)CC2)cc1S(=O)(=O)N1CCOCC1 | -3% | i | -7% | 3% | -3% | -4% | 0.1% | -4.7 | -3%

Compound activity deposited in PubChem by National Center for Advancing Translational Sciences (NCATS).

Not a hit list; any-hit rate near 4.3%.
